Screening results as filed in PubChem.
OXTR ag – human OXTR agonists, primary screen, fluorescence, CHO-OTR cells, Fluo-8 calcium. AID 2435, 2010. Fluo-8 calcium fluorescence; normalized: DMSO 0%, oxytocin 100%. activation, % at 3 µM. hit rate 0.32% among 320,000. Oxytocin receptor (Homo sapiens), P30559;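 active means activation above the mean of all tested compounds plus 3 SD, cutoff set per screening run, cut at about 20% in these data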;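 further: peak over basal fluorescence ratio from a 100 s FLIPR kinetic read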
Target sequence (P30559 whole entry, looked up): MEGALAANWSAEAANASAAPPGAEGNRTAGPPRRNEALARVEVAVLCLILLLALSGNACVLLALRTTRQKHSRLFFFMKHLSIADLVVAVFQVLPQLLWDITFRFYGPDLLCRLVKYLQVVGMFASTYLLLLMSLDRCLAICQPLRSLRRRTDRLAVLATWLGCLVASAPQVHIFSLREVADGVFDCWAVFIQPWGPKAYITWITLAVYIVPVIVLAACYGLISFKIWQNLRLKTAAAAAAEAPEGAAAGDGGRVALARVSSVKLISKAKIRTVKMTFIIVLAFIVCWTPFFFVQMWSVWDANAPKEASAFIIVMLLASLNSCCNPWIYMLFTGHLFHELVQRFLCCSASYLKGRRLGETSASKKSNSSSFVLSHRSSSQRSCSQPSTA
MEKK2 WT-MEK5 – modulators of MEK5 binding to wildtype MEKK2, primary screen, biochemical, multiplex bead flow cytometry, Alexa488-MEK5; Alexa488-MEK5 binding to MEKK2 WT; actives lie on both sides; binding response (% of control), % at 10 µM; hit rate 1.1% among 290,000; AID 1531, 2009; in the data active means binding response below about 67% or above about 130%
V1R ag counter – agonists of human V1a receptor, primary screen, counter-screen for OXTR agonist project, fluorescence, CHO-V1R cells; hit rate 0.25% among 320,000; activation, % at 3 µM; Fluo-8 calcium fluorescence, agonist mode; 0% DMSO, 100% 3 nM vasopressin; AID 2797, 2010; Vasopressin V1a receptor (Homo sapiens), P37288;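 active means activation above the mean activation of all tested compounds plus 3 SD, per screening run, cut at about 20% in these data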;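 further: signal is peak over basal fluorescence ratio across a 100 second FLIPR read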
M18AAP inhibitor – PfM18AAP inhibitors, malaria aminopeptidase, primary screen, biochemical, QFRET, recombinant enzyme; hit rate 1.2% among 290,000; inhibition, % at 7.35 µM; AID 1822, 2009; H-Glu-NHMec fluorogenic cleavage; M18 aspartyl aminopeptidase (Plasmodium falciparum 3D7);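 active means inhibition above the campaign mean inhibition over all tested compounds plus 3 SD, cut at about 28% in these data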;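 further: 0% = plate median of test compound wells and 100% = 2 mM ZnCl2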
OXTR potentiator – human OXTR potentiators, primary screen, fluorescence, CHO-OTR cells, Fluo-8 calcium. Fluo-8 calcium fluorescence, potentiator mode; 0% = oxytocin EC15, 100% = EC100. Oxytocin receptor (Homo sapiens), P30559. activation, % at 3 µM. hit rate 0.061% among 320,000;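 active means activation above that plate's cutoff, the mean activation of tested compounds plus 3 SD, cut at about 6.6% in these data, passing the limit was not always enough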;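 further: 100% uses oxytocin at 75 nM as the full agonist control; some results filed as inactive read as strong as hits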
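Material: CHO-OTR cells, human receptor; compound dosing: single dose, 3.0 µM nominal final compound concentration; schedule: 6 min compound pre-incubation at room temperature, 100 s kinetic read; measured by: kinetic Fluo-8 calcium fluorescence; read-out basis: % activation vs EC15 and EC100 oxytocin; controls: EC15 oxytocin alone as 0%, 75 nM oxytocin as 100%; replicates: singlicate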
NALP1 inh – NALP1 inflammasome inhibitors in reconstituted yeast, colorimetric, S. cerevisiae, triplicate retest; S. cerevisiae NALP1/ASC/caspase-1 growth, X-gal OD620, 72 h; inhibition, % at 10 µM; hit rate 0.61% among 280,000; in the data active means inhibition mostly above about 24%, no sharp cut-off; inactive means mostly below about 32%; further: some compounds called inactive have numbers as strong as hits
GPR7 antagonist – GPR7 receptor antagonists, primary screen, cell-based, fluorescence, single concentration. inhibition, % at 4.4 µM. hit rate 1.1% among 290,000. GPR7-expressing cells, fluorescence antagonist assay. Neuropeptides B/W receptor type 1 (Homo sapiens), P48145. AID 1861, 2009; in the data active means inhibition above about 16%, passing the limit was not always enough;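 further: cells stimulated with the agonist NPW; 0% = agonist with vehicle and 100% = vehicle without agonist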
Target sequence (P48145 whole entry, looked up): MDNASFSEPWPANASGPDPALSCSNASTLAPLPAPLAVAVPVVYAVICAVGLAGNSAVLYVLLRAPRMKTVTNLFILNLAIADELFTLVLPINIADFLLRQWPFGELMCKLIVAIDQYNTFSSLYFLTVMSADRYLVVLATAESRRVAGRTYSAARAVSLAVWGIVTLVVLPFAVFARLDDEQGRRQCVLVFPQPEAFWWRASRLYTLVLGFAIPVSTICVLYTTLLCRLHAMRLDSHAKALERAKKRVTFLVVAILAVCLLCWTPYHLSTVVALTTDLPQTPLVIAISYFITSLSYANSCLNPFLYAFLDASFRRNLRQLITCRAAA
GalR3 antag – GalR3 antagonists in HEK293 cells, primary screen, cell-based, fluorescence readout; inhibition, % at 3 µM; HEK293 GalR3-CNG cAMP membrane potential fluorescence; galR3 body fused to GalR1 C-terminus; hit rate 0.44% among 360,000;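 active means inhibition above the screen-wide average plus 3 SD, cut at about 13% in these data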;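 further: forskolin and galanin both at EC90 stimulate the cells; cAMP rise reported by CNG channel membrane potential dye signal; 0% = forskolin plus galanin with DMSO and 100% = forskolin alone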
Target sequence (O60755 1-299 limits assumed): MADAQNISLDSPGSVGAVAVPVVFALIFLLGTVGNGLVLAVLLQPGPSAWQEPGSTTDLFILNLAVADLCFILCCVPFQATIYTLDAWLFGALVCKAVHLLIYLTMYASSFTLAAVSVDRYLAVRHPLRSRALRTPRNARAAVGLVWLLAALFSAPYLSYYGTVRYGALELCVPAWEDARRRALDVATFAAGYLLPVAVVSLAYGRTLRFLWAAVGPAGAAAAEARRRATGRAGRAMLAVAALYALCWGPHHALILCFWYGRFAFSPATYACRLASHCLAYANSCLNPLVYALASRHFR
MEKK2mut PB1 HTS – MEK5 binding signal on mutant MEKK2 PB1, primary screen, biochemical, multiplex bead flow cytometry, Alexa488-MEK5; Alexa488-MEK5 binding to MEKK2 mutant; percent response, % at 10 µM; hit rate 0.35% among 290,000; AID 1530, 2009; in the data active means percent response above about 24%, passing the limit was not always enough; further: inactives centre near 1; some results filed as inactive read as strong as hits
* marks the source's active call; other numbers are inactive results. Hits appear at their usual frequency; 4.1% or so of the library scored in one or more.

Screening O=C(/C=C/c1ccccc1)N/C(=C/c1ccccc1)C(=O)Nc1ccc(C(=O)O)cc1 returned OXTR ag 1.0, MEKK2 WT-MEK5 96, V1R ag counter 1.3, M18AAP inhibitor 7, OXTR potentiator 0, NALP1 inh 20, GPR7 antagonist -6, GalR3 antag 1 and MEKK2mut PB1 HTS -2.
Cc1ccc(S(=O)(=O)N2CCC(NC(=O)C3CCCCC3)CC2)cc1 was read as OXTR ag -0.4, MEKK2 WT-MEK5 97, V1R ag counter 0.0, M18AAP inhibitor -1, OXTR potentiator 1, NALP1 inh 16, GPR7 antagonist -14, GalR3 antag -8 and MEKK2mut PB1 HTS -2.
`Cc1ncc(CO)c2cc(-c3nnc(Nc4ccc5c(c4)OCO5)s3)c(=O)oc12` gave OXTR ag 0.1, MEKK2 WT-MEK5 93, V1R ag counter -0.1, M18AAP inhibitor 1, OXTR potentiator 0, GPR7 antagonist -4, GalR3 antag -8 and MEKK2mut PB1 HTS -16.
`O=[N+]([O-])c1cc(S(=O)(=O)N2CCCC2)ccc1OCCOc1ccccc1` gave OXTR ag 2.6, V1R ag counter 3.9, OXTR potentiator -4 and GalR3 antag 0.
Cc1cccn2c(=O)c3cc(C(=O)NCc4cccnc4)c(=N)n(C(C)C)c3nc12 was read as OXTR ag -1.9, MEKK2 WT-MEK5 99, V1R ag counter -1.7, M18AAP inhibitor -8, OXTR potentiator -6, NALP1 inh 33, GPR7 antagonist 8, GalR3 antag -3 and MEKK2mut PB1 HTS -3.
COc1ccc(C2c3c(-c4ccccc4)n[nH]c3C(=O)N2c2ccc(C(=O)O)cc2)cc1 (configuration not stated) was read as OXTR ag 0.0, MEKK2 WT-MEK5 112, V1R ag counter 0.9, M18AAP inhibitor 5, OXTR potentiator -1, NALP1 inh 30, GPR7 antagonist -17, GalR3 antag 3 and MEKK2mut PB1 HTS 29.
For COC(=O)c1ccc(CSc2ccc3nnc(-c4ccc(OC)c(OC)c4)n3n2)o1 the results were OXTR ag -1.6, V1R ag counter 0.0, OXTR potentiator 5 and GalR3 antag -5.
For O=C(NCCCNC(=O)c1cnccn1)c1ccc(Cl)c(Cl)c1 the results were OXTR ag 2.7, MEKK2 WT-MEK5 102, V1R ag counter 0.6, M18AAP inhibitor -16, OXTR potentiator -5, NALP1 inh -5, GPR7 antagonist -1, GalR3 antag -3 and MEKK2mut PB1 HTS 4.
For N#Cc1ccc2c(c1)nnn2-c1ccccc1 the results were OXTR ag -1.8, V1R ag counter -0.5, OXTR potentiator 4 and GalR3 antag 0.
`S=C(NCCc1ccccn1)Nc1ccccc1` gave OXTR ag -1.3, MEKK2 WT-MEK5 91, V1R ag counter 1.9, M18AAP inhibitor -2, OXTR potentiator -14, NALP1 inh 9, GPR7 antagonist -16, GalR3 antag -8 and MEKK2mut PB1 HTS -13.
O=C(O)Cn1cnc2scc(-c3ccccc3)c2c1=O was read as OXTR ag 1.0, MEKK2 WT-MEK5 109, V1R ag counter 0.3, M18AAP inhibitor -11, OXTR potentiator -3, NALP1 inh 19, GPR7 antagonist 2, GalR3 antag -4 and MEKK2mut PB1 HTS 6.
For CCc1c(C)nc(N)nc1Cl the results were OXTR ag 0.0, MEKK2 WT-MEK5 91, V1R ag counter 0.0, M18AAP inhibitor -9, OXTR potentiator 5, GPR7 antagonist -4, GalR3 antag -6 and MEKK2mut PB1 HTS -13.
For C=CCN1C(=O)C(CC(=O)O)SC1=Nc1c(C)n(C)n(-c2ccccc2)c1=O (configuration not stated) the results were OXTR ag 1.5, MEKK2 WT-MEK5 99, V1R ag counter 0.8, M18AAP inhibitor 7, OXTR potentiator 1, NALP1 inh 5, GPR7 antagonist 2, GalR3 antag 7 and MEKK2mut PB1 HTS -5.
O=C(COc1ccccc1/C=C1\SC(=O)NC1=O)Nc1ccccc1 was read as OXTR ag 0.8, MEKK2 WT-MEK5 103, V1R ag counter 1.4, M18AAP inhibitor 10, OXTR potentiator -14, NALP1 inh 0, GPR7 antagonist 2, GalR3 antag -4 and MEKK2mut PB1 HTS -1.
Screening CCC(Sc1nc(N)c(NC(=O)c2ccc(OC)c(OC)c2)c(=O)[nH]1)C(=O)OC (configuration not stated) returned OXTR ag 0.5, MEKK2 WT-MEK5 100, V1R ag counter 1.2, M18AAP inhibitor -10, OXTR potentiator 0, NALP1 inh 4, GPR7 antagonist -2 and MEKK2mut PB1 HTS 2.
Screening Cc1c(Cl)cccc1N(CC(=O)N1CCCCCC1)S(C)(=O)=O returned OXTR ag -0.8, MEKK2 WT-MEK5 100, V1R ag counter 0.2, M18AAP inhibitor 1, OXTR potentiator -5, NALP1 inh 14, GPR7 antagonist 7, GalR3 antag -2 and MEKK2mut PB1 HTS 2.
For COc1ccc(OC)c(C(c2nnnn2C2CCCC2)N2CCN(c3ccccc3)CC2)c1 (configuration not stated) the results were OXTR ag -2.2, MEKK2 WT-MEK5 112, V1R ag counter -0.2, M18AAP inhibitor 8, OXTR potentiator 2, NALP1 inh 20, GPR7 antagonist 31*, GalR3 antag -4 and MEKK2mut PB1 HTS 13.
`O=CNCCCc1nc2ccccc2n1CCc1ccccc1` gave MEKK2 WT-MEK5 106, M18AAP inhibitor -12, NALP1 inh 31, GPR7 antagonist 9, GalR3 antag -3 and MEKK2mut PB1 HTS 0.
Screening O=C(O)CCc1[nH]c2ccccc2c1Sc1ccccc1 returned OXTR ag 0.8, MEKK2 WT-MEK5 97, V1R ag counter 9.6, M18AAP inhibitor 9, OXTR potentiator -2, NALP1 inh -17, GPR7 antagonist -3, GalR3 antag -7 and MEKK2mut PB1 HTS 1.
COc1ccc(NC(=O)CN(C)S(=O)(=O)c2cccc3nsnc23)cc1 was read as OXTR ag -0.3, MEKK2 WT-MEK5 96, V1R ag counter -1.0, M18AAP inhibitor 1, OXTR potentiator -13, NALP1 inh -2, GPR7 antagonist -12, GalR3 antag -7 and MEKK2mut PB1 HTS 3.
For N#CC(C#N)=C1C=CC=CN1/C(=C\c1ccccc1Cl)C(=O)c1ccccc1 the results were OXTR ag -0.7, MEKK2 WT-MEK5 88, V1R ag counter 0.6, M18AAP inhibitor 3, OXTR potentiator -5, NALP1 inh 49, GPR7 antagonist -12, GalR3 antag 3 and MEKK2mut PB1 HTS -2.
`CN(C)CCN(C(=O)c1ccc2ccccc2c1)c1nc2cc3c(cc2s1)OCCO3` gave OXTR ag 0.9, MEKK2 WT-MEK5 125, V1R ag counter 0.3, M18AAP inhibitor -6, OXTR potentiator -1, NALP1 inh 25, GPR7 antagonist 13, GalR3 antag -5 and MEKK2mut PB1 HTS 13.
CCCCN(CC)C(=O)c1cc2c(=O)n3cccc(C)c3nc2s1 was read as OXTR ag -1.8, MEKK2 WT-MEK5 104, V1R ag counter 0.8, M18AAP inhibitor -12, OXTR potentiator -18, NALP1 inh 1, GPR7 antagonist -8, GalR3 antag -8 and MEKK2mut PB1 HTS 5.
Screening CCc1ccccc1N(CC(=O)NC(C)(C)CC)C(=O)CCC(=O)Nc1nccs1 returned OXTR ag -1.1, MEKK2 WT-MEK5 107, V1R ag counter 0.6, M18AAP inhibitor 5, OXTR potentiator -6, NALP1 inh 9, GPR7 antagonist -9, GalR3 antag -2 and MEKK2mut PB1 HTS 13.
For C=CCn1nc([N+](=O)[O-])nc1Sc1cccc2cccnc12 the results were OXTR ag -1.3, MEKK2 WT-MEK5 97, V1R ag counter -0.5, M18AAP inhibitor 19, OXTR potentiator -5, NALP1 inh 14, GPR7 antagonist -4 and MEKK2mut PB1 HTS -3.
For Cc1ccc(C(C)C)c(OCCCN2CC(C)OC(C)C2)c1 (configuration not stated) the results were OXTR ag -0.9, MEKK2 WT-MEK5 92, V1R ag counter -1.0, M18AAP inhibitor 0, OXTR potentiator -4, NALP1 inh 2, GPR7 antagonist -13, GalR3 antag -4 and MEKK2mut PB1 HTS -15.
For NC1=NC2CS(=O)(=O)CC2S1 (configuration not stated) the results were OXTR ag 1.0, MEKK2 WT-MEK5 101, V1R ag counter 1.1, M18AAP inhibitor -2, OXTR potentiator 0, NALP1 inh 16, GPR7 antagonist -10, GalR3 antag 2 and MEKK2mut PB1 HTS 2.
COc1ccc(S(=O)(=O)N(CC(=O)NN=C2CCN(C)CC2)c2ccc(C)cc2)cc1OC was read as OXTR ag -0.3, MEKK2 WT-MEK5 109, V1R ag counter 0.5, M18AAP inhibitor 3, OXTR potentiator -14, NALP1 inh 11, GPR7 antagonist -20, GalR3 antag -3 and MEKK2mut PB1 HTS 6.
For Cc1ccccc1CS(=O)(=O)CCC(=O)NCCN1CCN(c2cccc(Cl)c2)CC1 the results were OXTR ag 9.9, V1R ag counter 5.9, M18AAP inhibitor 13, OXTR potentiator -5, NALP1 inh -4, GPR7 antagonist 9 and GalR3 antag -1.
For CCN=C1SC(C(=O)Nc2cccc(Br)c2)CC(=O)N1CC (configuration not stated) the results were OXTR ag 0.7, MEKK2 WT-MEK5 97, V1R ag counter 4.1, M18AAP inhibitor -14, OXTR potentiator -10, NALP1 inh 36, GPR7 antagonist 3, GalR3 antag 11 and MEKK2mut PB1 HTS -2.
CC1=CC(C)C2(COC(c3ccc[n+](C)c3)OC2)C(C)C1 (configuration not stated) was read as MEKK2 WT-MEK5 94, M18AAP inhibitor -7, NALP1 inh 19, GPR7 antagonist 4, GalR3 antag 0 and MEKK2mut PB1 HTS -9.
`CC(OC(=O)c1nn(C)c(=O)c2ccccc12)C(=O)Nc1ccc(S(N)(=O)=O)cc1` (configuration not stated) gave OXTR ag 0.5, V1R ag counter -0.4, OXTR potentiator 1 and GalR3 antag 0.
`Cc1ccccc1CNC(=O)c1ccccc1N` gave OXTR ag -0.7, MEKK2 WT-MEK5 107, V1R ag counter -0.9, M18AAP inhibitor -2, OXTR potentiator -6, NALP1 inh 15, GPR7 antagonist -15, GalR3 antag -3 and MEKK2mut PB1 HTS 3.
Screening O=C(CSc1nc2cc(Cl)ccc2s1)NCC1CCCO1 (configuration not stated) returned OXTR ag 0.4, V1R ag counter 1.0, OXTR potentiator 1 and GalR3 antag -4.
For C=CCCCCCCCCC(=O)Nc1ncccn1 the results were OXTR ag 1.0, MEKK2 WT-MEK5 97, V1R ag counter 0.1, M18AAP inhibitor 2, OXTR potentiator -1, NALP1 inh 2, GPR7 antagonist -7, GalR3 antag -5 and MEKK2mut PB1 HTS 3.
OCCNCc1cc(Br)ccc1OCc1ccc(F)cc1 was read as OXTR ag 4.5, MEKK2 WT-MEK5 106, V1R ag counter 3.9, M18AAP inhibitor -10, OXTR potentiator -4, NALP1 inh 16, GPR7 antagonist 9, GalR3 antag -8 and MEKK2mut PB1 HTS 1.
